IL1B cytotox: toxic to HUVEC cells under IL-1B stimulation | 94,000 compounds, 0.41% hits | cell count reduction, % at 2 µM | HUVEC cell count loss, Hoechst imaging, IL-1B stimulated;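 active = cell count reduction more than 3 SD above the screen-wide mean, cut at about 70% in these data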;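 note: normalized per plate to untreated control cells as the no-loss baseline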
HUVEC inhibit: blocks proliferation of human endothelial cells; 86,000 compounds, 1.1% hits; HUVEC proliferation, CellTiter-Glo luminescence, 72 h; active compounds read low; viability, % at 10 µM (by protocol); AID 648;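 active = viability at or below 30%; inactive = viability above 30%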;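 note: 100% = median luminescence of DMSO-only cell control wells on each plate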
VCAM1 TNFa inh: reduces TNF alpha induced VCAM1 expression in HUVEC. HUVEC TNFa-induced VCAM-1 immunofluorescence, high-content imaging. inhibition, % at 2 µM. 95,000 compounds, 0.48% hits;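 active = inhibition above the batch mean plus 3 SD, with images confirmed as a hit by eye, cut at about 37% in these data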;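 note: 0% = TNF-stimulated DMSO wells and 100% = unstimulated control wells; not every result past the cut was called active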
F-actin modifier: alters cytoskeleton assembly in HUVEC cells; HUVEC TNFa F-actin phalloidin imaging, high content; inhibition, % at 2 µM; AID 836; 91,000 compounds, 0.18% hits;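 active = inhibition above the batch mean plus 3 SD and confirmed as a hit by visual image inspection, cut at about 30% in these data, passing the limit was not always enough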; note: strong numbers were not always called active
Smad3 FoxH1 inh: inhibitors of human Smad3 transcription factor binding. TR-FRET Smad3/Dy647-FoxH1 peptide binding, europium anti-His. AID 630. inhibition, % at 25 µM. 88,000 compounds, 0.29% hits. P84022;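 active = compounds that reduce the energy-transfer binding signal between the protein and its labelled peptide by more than half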;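 note: 0% = Smad3 plus labelled peptide maximal FRET and 100% = peptide-only background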
TNFa cytotox: HUVEC cytotoxicity counter-screen, TNF alpha stimulated. HUVEC TNFalpha-stimulated, Hoechst cell count, imaging. cell count reduction, % at 2 µM. 93,000 compounds, 0.17% hits;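 active = cell count reduction exceeding the screen mean by over 5 SD, scaled to untreated wells per plate, cut at about 78% in these data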;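 note: cells counted after 24 h of TNF alpha exposure following the 1 h pretreatment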
H69AR growth 86K: blocks growth of human H69AR lung tumor cells. H69AR lung tumor viability, ATP luminescence, 72 h; active compounds read low. viability, % at 10 µM. 85,000 compounds, 6% hits. AID 598;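 active = viability at or below 40%; inactive = viability above 40%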;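 note: multidrug resistant small cell line overexpressing MRP-1 efflux transporter; 100% = mean luminescence of untreated control wells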
PTK2B oligo ant: Pyk2 (human) oligomerization antagonism; Q293 cells, Pyk2 FERM NanoBiT luminescence; active compounds read low; z-score (the deposit names both 25 µM and 10 µM); 99,000 compounds, 0.83% hits;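 active = Z-score of -3 or lower, scaled per plate to the spread of control and sample wells; inactive = z-score above -3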;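 note: negative z-score means lost luminescence so less FERM oligomerization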
Target sequence (Q14289 whole entry, looked up): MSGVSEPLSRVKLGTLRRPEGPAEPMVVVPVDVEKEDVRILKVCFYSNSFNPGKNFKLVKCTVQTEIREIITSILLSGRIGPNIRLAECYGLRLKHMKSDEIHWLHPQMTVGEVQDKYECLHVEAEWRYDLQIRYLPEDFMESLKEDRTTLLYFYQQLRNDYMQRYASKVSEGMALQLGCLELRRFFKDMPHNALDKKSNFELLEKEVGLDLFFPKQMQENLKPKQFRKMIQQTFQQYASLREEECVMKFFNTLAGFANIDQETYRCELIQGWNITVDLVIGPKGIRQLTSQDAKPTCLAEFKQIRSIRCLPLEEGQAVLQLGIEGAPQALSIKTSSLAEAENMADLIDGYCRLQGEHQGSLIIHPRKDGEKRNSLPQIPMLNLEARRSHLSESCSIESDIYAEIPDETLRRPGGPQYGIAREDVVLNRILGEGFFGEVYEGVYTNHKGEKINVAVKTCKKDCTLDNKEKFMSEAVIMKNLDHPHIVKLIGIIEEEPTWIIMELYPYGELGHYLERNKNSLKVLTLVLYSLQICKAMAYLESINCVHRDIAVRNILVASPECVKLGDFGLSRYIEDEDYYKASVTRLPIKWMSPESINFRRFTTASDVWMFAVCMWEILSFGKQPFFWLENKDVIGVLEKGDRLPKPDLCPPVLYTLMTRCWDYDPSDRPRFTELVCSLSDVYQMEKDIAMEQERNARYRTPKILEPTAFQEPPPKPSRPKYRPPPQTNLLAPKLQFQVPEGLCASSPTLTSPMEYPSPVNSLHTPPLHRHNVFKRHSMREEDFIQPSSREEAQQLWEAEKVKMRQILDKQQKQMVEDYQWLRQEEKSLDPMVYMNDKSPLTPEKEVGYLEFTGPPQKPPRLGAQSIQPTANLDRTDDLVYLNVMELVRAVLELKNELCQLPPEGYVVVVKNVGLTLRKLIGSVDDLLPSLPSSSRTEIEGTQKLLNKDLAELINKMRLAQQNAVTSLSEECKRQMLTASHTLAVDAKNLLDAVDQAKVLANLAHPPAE
Fibroblast inh: blocks proliferation of human lung fibroblasts | 85,000 compounds, 1.1% hits | LL 47 human lung fibroblast viability, ATP luminescence; active compounds read low | AID 719 | viability, % at 10 µM;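 active = viability at or below 50% in the single dose screen; inactive = viability above 50%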;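 note: compound exposure lasted 72 h before the ATP readout; 100% = median luminescence of untreated cell-only wells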
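material = human LL 47 lung fibroblast cells | dosing = compounds added from tenfold dosing solution, 0.1% DMSO final | timing = overnight cell rest, 72 h compound treatment at 37 °C | measured by = CellTiter-Glo luminescence measuring cellular ATP | evaluation = % viability versus median cells-only luminescence | control set = cell-only wells, no compound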
* hit, by the source's call; · = not tested or not shown; [ ] = another dose, or the depositor's remark. Only part of the results is shown (hit frequency here may not be typical).

SMILES	IL1B cytotox	HUVEC inhibit	VCAM1 TNFa inh	F-actin modifier	Smad3 FoxH1 inh	TNFa cytotox	H69AR growth 86K	PTK2B oligo ant	Fibroblast inh
COc1cc(C2NC(C(=O)O)CS2)ccc1OCc1ccccc1C#N (stereo unspecified)	·	94	·	·	9[fluorescence artefact?]	·	94	·	·
O=C(CC(NCCN1CCOCC1)C(=O)O)Nc1cccc(Cl)c1 (stereo unspecified)	·	92	·	·	-3	·	94	·	·
O=C(c1noc2c1CCCC2)N1CCN(C(c2ccccc2)c2ccccc2)CC1	·	102	·	·	-2	·	96	·	·
CC(C)CCn1c(=O)c2ccccc2n2c(COC(=O)c3ccc(S(=O)(=O)N(C)C)cc3)nnc12	·	85	·	·	13	·	80	·	·
Cc1ccc(N2CCN(S(=O)(=O)c3ccc4c(c3)n(C)c(=O)c(=O)n4C)CC2C)cc1 (stereo unspecified)	·	74	·	·	·	·	89	·	97
Cc1ccc2nc(NC(=O)C3CCCN(S(=O)(=O)c4cccc5nonc45)C3)sc2c1 (stereo unspecified)	·	85	·	·	·	·	63	·	101
CCc1ccccc1NS(=O)(=O)c1ccc2[nH]cc(C(=O)NC3CCCC3)c(=O)c2c1	·	62	·	·	·	·	67	·	97
CCN(CC)C(=O)c1ccccc1NC(=O)c1cccc(S(=O)(=O)N(CC)CC)c1	·	92	·	·	·	·	86	·	99
CCCCOc1ccc(-c2nnc(N)s2)cc1	·	88	·	·	·	·	100	·	109
CCOc1ccc(S(=O)(=O)NCc2ccc(OC)cc2)c2cccnc12	·	86	·	·	·	·	98	·	107
CC1=C(C(=O)OC2CCCCC2)C(c2cccnc2)n2nnnc2N1 (stereo unspecified)	·	99	·	·	·	·	92	·	101
COc1ccc(S(=O)(=O)N2CCN(CCC(=O)Nc3ccc(F)cc3)CC2)cc1	·	105	·	·	·	·	96	·	98
CC(=O)Nc1cc(N2C(=O)CCC2=O)ccc1Cl	·	96	·	·	·	·	88	·	106
COc1ccc(OC)c(N2C(N)=C(C#N)C(c3ccc(OC)c(O)c3)C3=C2CC(C)(C)CC3=O)c1 (stereo unspecified)	·	86	·	·	·	·	16*	·	97
O=C(O)c1ccc(CS(=O)(=O)Cc2ccccc2F)o1	·	98	·	·	·	·	93	·	100
CCS(=O)(=O)N1CCC(C(=O)NCCN2CCOCC2)CC1	·	92	·	·	·	·	87	·	103
Cc1ccc(C(CC(=O)O)Nc2nc(N3CCOCC3)nc(N3CCOCC3)n2)cc1 (stereo unspecified)	·	90	·	·	·	·	101	·	102
CCOC(=O)Nc1ccc2c(c1)N(C(=O)N(CC)CC)c1ccccc1CC2	·	109	·	·	·	·	91	·	93
O=C(C1CCN(S(=O)(=O)c2cccnc2)CC1)N1CCN(c2ccc(Cl)cc2)CC1	·	74	·	·	·	·	79	·	94
COc1cccc(/C=N/Nc2snc(SC)c2C#N)c1O	·	61	·	·	·	·	20*	·	68
Cc1cc(N)n2nc(-c3ccccc3)cc2n1	·	71	·	·	·	·	61	·	83
CC1(C)CC(=O)C(C=NCCN2CCNC2=O)=C(O)C1	·	105	·	·	·	·	98	·	108
COc1ccc(N2CCN(C(=O)CN(C)S(=O)(=O)c3cnc[nH]3)CC2)cc1	·	97	·	·	·	·	100	·	109
[O-]/[N+](=C\c1ccncc1)c1ccc(Br)cc1	·	68	·	·	·	·	81	·	108
CSC1=C(C#N)C(C)CC(=O)N1 (stereo unspecified)	·	101	·	·	·	·	105	·	106
COc1ccc(C(CC(=O)O)NC(=O)COc2ccc(C)cc2)cc1OC (stereo unspecified)	·	92	·	·	·	·	93	·	93
CC1CCN(CCCCOc2ccc([N+](=O)[O-])cc2)CC1	10	·	-36	-4	·	·	·	·	·
Brc1ccccc1-c1nc(-c2ccccc2)no1	-13	·	32	-15	·	·	·	·	·
CCn1c(C)nc2cc(C(=O)n3cc(C(=O)c4ccccc4O)cn3)ccc21	-7	·	-60	0	·	·	·	·	·
CCOC(=O)c1cn(-c2nc(-c3ccc(Cl)cc3)cs2)c2c(F)c(N3CC(C)OC(C)C3)c(F)cc2c1=O (stereo unspecified)	·	·	8	1	·	-10	·	·	·
Cn1cc([N+](=O)[O-])c(C(=O)Nc2cc(Oc3cccnc3)cc([N+](=O)[O-])c2)n1	·	·	8	-7	·	-5	·	·	·
O=C(N/N=C/c1c(Nc2cccc(C(F)(F)F)c2)nc2ccccn2c1=O)c1ccccc1	7	·	-1	·	·	10	·	·	·
CCC1=NN(C(=O)c2ccc(C)cc2)C(O)(c2ccc(Br)cc2)C1 (stereo unspecified)	·	·	·	·	·	·	·	0.57	·
Cc1ccc2[nH]c(=O)c(CN(CC3CCCO3)C(=S)NCc3ccco3)cc2c1 (stereo unspecified)	·	·	·	·	·	·	·	-0.39	·
O=C1CC(c2ccccc2)CC(=O)C1Sc1ccc(Cl)cc1 (stereo unspecified)	·	·	·	·	·	·	·	0.76	·
Cc1ccc(C(=O)O/N=C/c2ccc3c(c2)OCO3)cc1	·	·	·	·	·	·	·	2	·
COc1ccc(NC(=S)NCCCN2CCN(C3CCCCC3)CC2)cc1	·	·	·	·	·	·	·	0.51	·
Cc1cc([N+](=O)[O-])nn1CCCC(=O)Nc1sc2c(c1C(N)=O)CCCC2	·	·	·	·	·	·	·	0.05	·
COC(=O)CN1C(=O)C(O)(CC(=O)c2ccc(C)cc2)c2ccccc21 (stereo unspecified)	·	·	·	·	·	·	·	0.19	·
O=C(N/N=C/c1c(Nc2cccc(C(F)(F)F)c2)nc2ccccn2c1=O)c1ccccc1[N+](=O)[O-]	·	·	·	·	·	·	·	-0.67	·

Arranged by SMILES length (high to low): part of the list above
SMILES	IL1B cytotox	HUVEC inhibit	VCAM1 TNFa inh	F-actin modifier	Smad3 FoxH1 inh	TNFa cytotox	H69AR growth 86K	PTK2B oligo ant	Fibroblast inh
CCOC(=O)c1cn(-c2nc(-c3ccc(Cl)cc3)cs2)c2c(F)c(N3CC(C)OC(C)C3)c(F)cc2c1=O (stereo unspecified)	·	·	8	1	·	-10	·	·	·
COC(=O)CN1C(=O)C(O)(CC(=O)c2ccc(C)cc2)c2ccccc21 (stereo unspecified)	·	·	·	·	·	·	·	0.19	·
COc1ccc(C(CC(=O)O)NC(=O)COc2ccc(C)cc2)cc1OC (stereo unspecified)	·	92	·	·	·	·	93	·	93
[O-]/[N+](=C\c1ccncc1)c1ccc(Br)cc1	·	68	·	·	·	·	81	·	108

Remaining list, next part
SMILES	IL1B cytotox	HUVEC inhibit	VCAM1 TNFa inh	F-actin modifier	Smad3 FoxH1 inh	TNFa cytotox	H69AR growth 86K	PTK2B oligo ant	Fibroblast inh
COC(=O)c1cc2ccccc2c(-c2c(O)ccc3ccccc23)c1O	·	·	·	·	·	·	·	-1.6	·
COC(=O)N/N=C/c1c(C)nn(-c2cccc(Cl)c2)c1Cl	·	·	·	·	·	·	·	-0.15	·
CCOc1ccc(NC(=O)CCC(=O)N/N=C/c2ccc([N+](=O)[O-])s2)cc1	·	·	·	·	·	·	·	0.19	·
Cc1ccc(C(=O)Nc2ccc([N+](=O)[O-])cn2)o1	·	·	·	·	·	·	·	-0.33	·
CCN(CC(=O)Nc1ccc([N+](=O)[O-])cc1OC)CC(=O)NC(C)(C)C	·	·	·	·	·	·	·	0.2	·
COc1ccc(C(=O)NCc2cn3c(C)csc3n2)cc1OC	·	·	·	·	·	·	·	0.56	·
COc1cccc(-c2nnc(SCN3C(=O)c4ccccc4C3=O)n2C)c1	·	·	·	·	·	·	·	0.27	·
O=C(CSCc1c(F)cccc1Cl)NCc1cccnc1	·	·	·	·	·	·	·	0.17	·
Cc1[nH]n(-c2ccc(F)cc2)c(=O)c1C=Nc1ccc(S(=O)(=O)N(C)C)cc1	·	·	·	·	·	·	·	0.97	·
Cc1nn(-c2ccccc2)c2c1C(O)n1c(nc3ccccc31)S2 (stereo unspecified)	·	·	·	·	·	·	·	-2.1	·
CC(=O)c1ccc(N2Cc3ccccc3C2=NC(=O)c2cccs2)cc1	·	·	·	·	·	·	·	0.63	·
Cc1c(C(=O)Nc2ccccc2C(=O)N2CCOCC2)cccc1[N+](=O)[O-]	·	·	·	·	·	·	·	0.57	·
O=C(c1ccccc1)N1N=C(c2ccccc2)CC1c1ccc2nccnc2c1 (stereo unspecified)	·	·	·	·	·	·	·	1.7	·
CC(C)CN1C(=O)C(NC(=O)C2CC2)(C(F)(F)F)C2=C1CC(C)(C)CC2=O (stereo unspecified)	·	·	·	·	·	·	·	0.32	·
O=C(NCC1CCCO1)C(=O)NCC(c1ccco1)N1CCN(c2ccccc2)CC1 (stereo unspecified)	·	·	·	·	·	·	·	1.2	·
COc1ccccc1/C=N/NC(=O)C(=O)Nc1ccccc1OC(F)(F)C(F)F	·	·	·	·	·	·	·	1.6	·
CCCC(=O)Nc1cc(C(=O)O)ccc1S(=O)(=O)c1ccc(C)cc1	·	·	·	·	·	·	·	-0.11	·
O=c1oc2ccccc2c(N2CCCCC2)c1[N+](=O)[O-]	·	·	·	·	·	·	·	-0.06	·
Cc1[nH][nH]c(=O)c1C(c1cc([N+](=O)[O-])ccc1O)c1c(C)[nH][nH]c1=O	·	·	·	·	·	·	·	0.73	·
CCN1CCN(C(=S)Nc2ccc(Cl)c(Cl)c2)CC1	·	·	·	·	·	·	·	1.3	·

Overlap with the part before: five compounds, then new ones.
SMILES	IL1B cytotox	HUVEC inhibit	VCAM1 TNFa inh	F-actin modifier	Smad3 FoxH1 inh	TNFa cytotox	H69AR growth 86K	PTK2B oligo ant	Fibroblast inh
COc1ccccc1/C=N/NC(=O)C(=O)Nc1ccccc1OC(F)(F)C(F)F	·	·	·	·	·	·	·	1.6	·
CCCC(=O)Nc1cc(C(=O)O)ccc1S(=O)(=O)c1ccc(C)cc1	·	·	·	·	·	·	·	-0.11	·
O=c1oc2ccccc2c(N2CCCCC2)c1[N+](=O)[O-]	·	·	·	·	·	·	·	-0.06	·
Cc1[nH][nH]c(=O)c1C(c1cc([N+](=O)[O-])ccc1O)c1c(C)[nH][nH]c1=O	·	·	·	·	·	·	·	0.73	·
CCN1CCN(C(=S)Nc2ccc(Cl)c(Cl)c2)CC1	·	·	·	·	·	·	·	1.3	·
O=C(COC(=O)CNC(=O)c1ccccc1)Nc1nc(-c2ccccc2)cs1	·	·	·	·	·	·	·	0.54	·
O=c1c2cc(N3CCOCC3)ccc2[nH]c(=S)n1Cc1ccccn1	·	·	·	·	·	·	·	-0.23	·
O=C(N/N=C/c1ccc2c(c1)OCO2)c1cc(-c2ccccc2Cl)nc2ccccc12	·	·	·	·	·	·	·	1	·
COc1cccc(-c2ccc(C#N)c(SCC(=O)NCCc3ccc(Cl)cc3)n2)c1	·	·	·	·	·	·	·	-0.01	·
CCN(CC)S(=O)(=O)c1ccc(OC(C)C)c(NC(=O)c2c3c(nc4ccccc24)CCN(Cc2ccccc2)C3)c1	·	·	·	·	·	·	·	-0.33	·
CC(C)CNC(=O)C(=O)NC1CCCC1	·	·	·	·	·	·	·	0.59	·
O=C1CC(c2ccccc2)CC(O)=C1C=Nc1ccccc1Cl (stereo unspecified)	·	·	·	·	·	·	·	1.1	·

Bioassay records (PubChem)
